# LAP4-GFP MLPCN – modulators of LAP4-GFP expression in yeast, primary screen, S. cerevisiae, multiplex flow cytometry, MLPCN library. 320,000 compounds, 0.34% hits. 3 h; median GFP as percent of DMSO wells. GFP response vs DMSO, % at 10 µM;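 active = GFP response vs DMSO above a set limit, about the screen mean plus 3 SD, cut at about 150% in these data; inconclusive = under 70 cell events counted for the yeast strain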
# CIT2 TOR yeast – modulators of CIT2-GFP expression in yeast, primary screen, S. cerevisiae, GFP fusion, multiplex flow cytometry, MLPCN library; 320,000 compounds, 0.065% hits; S. cerevisiae CIT2-GFP strain, 3 h; 100 means same as DMSO wells; AID 2029, 2009; GFP response vs DMSO, % at 10 µM;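 active = GFP response relative to DMSO above a set limit, near the screen mean plus 3 SD, cut at about 150% in these data; inconclusive = Fewer than 70 cells measured for a yeast strain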;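 also: ratio of well median GFP fluorescence to mean of DMSO wells on the plate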
# VLA-4 inh – inhibition in human VLA-4 binding assay, primary screen, VLA-4 allosteric modulator project, MLPCN library, flow cytometry, VLA-4 expressing cells | inhibition, % (about 7 µM as worked out from the volumes in the protocol) | Integrin alpha-4 (Homo sapiens), P13612 | ligand binding flow cytometry | 330,000 compounds, 0.2% hits; in the data active = inhibition above about 50%
# GRK2 inh – compounds blocking aptamer binding on GRK2 – biochemical, human GRK2, bead flow cytometry, HTS, primary screen; 330,000 compounds, 0.59% hits; AID 488847, 2010; FAM-aptamer displacement from GRK2; inhibition of aptamer binding, % at 10 µM; Beta-adrenergic receptor kinase 1 (Homo sapiens), P25098;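 active = inhibition of aptamer binding above 40%, roughly 3 SD of noise, on plates passing a quality check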;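 also: median bead fluorescence of bound FAM aptamer so fluorescent compounds give negative values; no value below 0 was filed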
# Target sequence (P25098 whole entry, looked up): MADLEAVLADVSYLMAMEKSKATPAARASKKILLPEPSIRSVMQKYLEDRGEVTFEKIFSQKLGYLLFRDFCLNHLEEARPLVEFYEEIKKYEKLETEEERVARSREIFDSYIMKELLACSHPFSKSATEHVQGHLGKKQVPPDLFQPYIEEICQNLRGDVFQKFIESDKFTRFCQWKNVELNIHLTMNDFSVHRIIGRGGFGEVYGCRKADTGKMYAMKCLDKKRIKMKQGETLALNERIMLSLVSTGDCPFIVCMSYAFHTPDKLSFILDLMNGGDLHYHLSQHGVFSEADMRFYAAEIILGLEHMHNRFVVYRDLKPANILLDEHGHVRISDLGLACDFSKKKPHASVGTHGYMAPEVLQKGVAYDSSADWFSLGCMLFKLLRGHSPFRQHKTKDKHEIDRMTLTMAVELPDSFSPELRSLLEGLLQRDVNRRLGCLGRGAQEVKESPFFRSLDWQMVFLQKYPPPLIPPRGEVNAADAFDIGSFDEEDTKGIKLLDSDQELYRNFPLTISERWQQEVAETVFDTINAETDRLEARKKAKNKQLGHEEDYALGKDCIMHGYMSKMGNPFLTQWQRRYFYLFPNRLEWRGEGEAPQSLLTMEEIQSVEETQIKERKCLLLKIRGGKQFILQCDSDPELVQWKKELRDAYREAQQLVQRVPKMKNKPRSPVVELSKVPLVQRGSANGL
# AGP1-GFP MLPCN – modulators of AGP1-GFP expression in yeast TOR pathway, primary screen, cell-based, multiplex flow cytometry, S. cerevisiae, MLPCN library. AID 2066, 2009. GFP response vs DMSO, % at 10 µM. 320,000 compounds, 0.02% hits. 3 h; GFP as percent of DMSO wells;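 active = GFP response relative to DMSO above a set limit, near screen average plus 3 SD, cut at about 150% in these data; inconclusive = fewer than 70 cells counted for the yeast strain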;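 also: median GFP channel fluorescence of the gated AGP1 strain per well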
# RPL19A TOR yeast – RPL19A-GFP expression modulators in yeast, primary screen, cell-based, S. cerevisiae, multiplex flow cytometry, MLPCN | S. cerevisiae RPL19A-GFP strain, 3 h; stronger effect = lower value | 330,000 compounds, 0.3% hits | percent response vs DMSO, % at 10 µM;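 active = percent response vs DMSO below 50%; inconclusive = fewer than 70 events counted for the yeast strain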;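 also: median channel GFP fluorescence of the barcoded RPL19A-GFP strain; ratio of sample median GFP to plate DMSO average so 100% = DMSO; lower means less RPL19A-GFP as with rapamycin TOR inhibition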
# JMJD2C inh – inhibitors of GASC-1 histone demethylase, primary screen, biochemical, fluorescence, DELFIA europium; Lysine-specific demethylase 4C (Homo sapiens), Q9H3R0; GST-JMJD2C(1-420) H3K9me3 demethylation; inhibition, % at 2.35 µM; 330,000 compounds, 0.069% hits;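 active = more than half of a compound's replicate wells show inhibition beyond 50%, single wells judged on their own value; inconclusive = some, but no more than half, of replicates pass 50% inhibition; inactive = no replicate passes 50% inhibition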;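 also: signal counts dimethyl H3K9 product captured on neutravidin plate; 0% = median of DMSO wells and 100% = 0.3 times that DMSO median; strong numbers were not always called active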
# Target sequence (Q9H3R0 1-420 limits assumed): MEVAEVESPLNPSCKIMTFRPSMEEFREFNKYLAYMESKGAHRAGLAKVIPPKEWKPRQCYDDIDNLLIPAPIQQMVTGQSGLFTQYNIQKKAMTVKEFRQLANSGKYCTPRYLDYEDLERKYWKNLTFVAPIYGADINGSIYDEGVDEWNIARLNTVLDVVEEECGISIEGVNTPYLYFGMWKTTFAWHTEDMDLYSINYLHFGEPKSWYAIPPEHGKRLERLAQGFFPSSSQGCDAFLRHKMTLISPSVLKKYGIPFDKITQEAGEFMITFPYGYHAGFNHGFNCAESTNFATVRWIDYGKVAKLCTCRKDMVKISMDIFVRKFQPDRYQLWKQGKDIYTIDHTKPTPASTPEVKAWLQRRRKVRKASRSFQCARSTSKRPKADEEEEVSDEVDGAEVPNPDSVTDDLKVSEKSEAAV
# MEP2 TOR yeast – modulators of MEP2-GFP levels in yeast, primary screen, S. cerevisiae, multiplex flow cytometry, MLPCN library; GFP response vs DMSO, % at 10 µM; AID 2016, 2009; S. cerevisiae MEP2-GFP strain, 3 h; 100% = DMSO control level; 330,000 compounds, 0.51% hits;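 active = GFP response versus DMSO above a set limit, roughly screen mean plus 3 SD, cut at about 180% in these data; inconclusive = fewer than 70 cells counted for a yeast strain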;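 also: median GFP fluorescence of the barcode-gated MEP2-GFP cells per well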
# Active calls of the source: *; ? = inconclusive; . = no result given; & = joins results of further samples; [ ] = remark or other dose.
SMILES,LAP4-GFP MLPCN,CIT2 TOR yeast,VLA-4 inh,GRK2 inh,AGP1-GFP MLPCN,RPL19A TOR yeast,JMJD2C inh,MEP2 TOR yeast
O=C(COC(=O)c1cc(S(=O)(=O)N2CCOCC2)c(Cl)cc1Cl)Nc1ncc(C(F)(F)F)cc1Cl,96,112,6,1,108,104,-1,105
COc1ccc2c(c1)OC/C(=C/c1cccs1)C2=O,99,91,4,4,93,108,-2,68
CCc1nnc(NC(=O)CSc2ncc(-c3ccccc3)n2C)s1,96,109,-5,0,111,105,1,109
CC(=O)C1=C(C)N2CCN=C2S1,103,89,1,2,101,100,11,98
CC(NC(=O)c1ccccc1)c1nc2ccccc2n1Cc1ccccc1F (stereo not drawn),71[may fluoresce violet],?,21,1,?,16*[may fluoresce violet],10,293*[may fluoresce violet]
O=C(O)c1cc(NCc2ccccc2C(F)(F)F)ccc1N1CCOCC1,89,.,0,0,84,92,10,94
Cc1ccc(-c2nn3c(C)nnc3s2)cc1NC(=O)c1ccco1,96,90,-5,3,94,93,3,97
COC(=O)C1CCN(CC(=O)NC(=O)NC2CCCCC2)CC1,115,97,0,4,101,99,-11,96
O=C1C(=O)N(Cc2cccnc2)C(c2ccc(Br)cc2)/C1=C(\O)c1ccc2c(c1)OCCO2 (stereo not drawn),108,100,0,0,107,100,-9,108
CCOc1ccc(/C=N/NC(=O)C(O)c2ccccc2)c(O)c1 (stereo not drawn),87,115,5,2,110,107,0,110
O=c1c2ccccc2[nH]c(=S)n1Cc1ccc2c(c1)OCO2,100,105,3,7,106,98,-1,99
CSCCC(NC(=O)/C(=C/c1ccc(F)cc1)NC(C)=O)C(=O)O (stereo not drawn),119,97,3,0,102,93,13,102
O=C1CC(SC(=Nc2ccccc2)Nc2ccccc2)C(=O)N1c1ccc(Cl)c(Cl)c1 (stereo not drawn),93,87,3,4,97,96,3,95
CCOC(=O)Cn1c(=N)n(CCOc2cccc(C)c2)c2ccccc21,95,87,6,2,102,99,-8,105
COc1ccc(-c2csc3ncnc(N4CCN(c5ccccc5)CC4)c23)cc1,100,97,-6,0,102,100,-43,104
CCOC(=O)c1cc2c(ccn2-c2ccc(F)cc2)n1CC(=O)N(CC)CC,96,106,4,0,95,107,7,105
O=C(OCc1nnc(-c2ccccc2Br)o1)c1ccco1,106,88,-8,2,96,93,0,98
CC(C)(C)c1ccc(/C([O-])=C(/C(=S)NCc2ccco2)[n+]2ccccc2)cc1,93,106,-3,0,99,100,-5,106
CC(C)CCC(C)NC(=O)CN1C(=O)NC(C)(c2ccc3ccccc3c2)C1=O (stereo not drawn),96,100,2,3,103,105,5,104
COc1ccc(-n2c(-c3cccc(OC)c3)nc(=S)c3c2CCCC3)cc1,98,103,-5,3,101,101,-16,100
O=C(O)c1ccc(OCCOc2ccccc2)cc1,118,74,-2,0,91,93,-1,98
c1csc(CNCCCN2CCOCC2)c1,107,109,7,2,104,105,7,118
Cc1ccc2[nH]c(=O)c(CN(c3cccc(C)c3C)S(=O)(=O)c3ccccc3)cc2c1,101,107,-4,0,103,101,-37,102
O=S(=O)(Nc1nc2ccccc2nc1OCC(F)(F)F)c1cccs1,96,91,-12,1,91,96,1,88
COc1ccc(N(C(=O)c2snc(C(N)=O)c2N)C(C(=O)NC2CCCC2)c2ccc(F)cc2)c(OC)c1 (stereo not drawn),87,97,13,2,93,96,11,93

# An excerpt from above, showing only MEP2 TOR yeast:
Compound	MEP2 TOR yeast
O=C(O)c1cc(NCc2ccccc2C(F)(F)F)ccc1N1CCOCC1	94
Cc1ccc(-c2nn3c(C)nnc3s2)cc1NC(=O)c1ccco1	97

# (more compounds)
SMILES,LAP4-GFP MLPCN,CIT2 TOR yeast,VLA-4 inh,GRK2 inh,AGP1-GFP MLPCN,RPL19A TOR yeast,JMJD2C inh,MEP2 TOR yeast
CCOc1ccc(N(C)S(=O)(=O)c2ccc(C)c(C(=O)OCC(=O)c3c[nH]c4ccccc34)c2)cc1,99,111,7,5,98,105,-12,117
FC(F)(F)c1cccc(NC(=S)N2CCN(c3ccccc3)CC2)c1,87,103,-18,0,95,97,-1,106
CCN(CC)S(=O)(=O)c1ccc(C)c(NC(=O)CSc2nnnn2C)c1,85,77,9,0,86,95,6,95
C[C@@H]1CN([C@H](C)CO)C(=O)Cc2cc(NS(=O)(=O)c3ccc(F)cc3)ccc2O[C@H]1CN(C)Cc1ccc(C(=O)O)cc1,112,105,-4,0,103,99,.,96
C=CCN(c1ccccc1)S(=O)(=O)c1ccc2c(c1)NC(=O)C(C)S2 (stereo not drawn),102,99,1,3,103,106,-5,102
COc1ccccc1CC(=O)Nc1cccc(F)c1,95,94,2,0,96,97,-2,98
C=CCN(C(=O)c1ccc(Cl)cc1)c1ccccc1C(=O)NCC(=O)O,107,98,9,2,99,99,-15,94
Cc1cc(-c2[nH]nc3c2C(c2ccc(Cl)cc2)C(C#N)=C(N)O3)c(C)s1 (stereo not drawn),109,94,7,3,91,94,5,96
O=C(O)c1ccc(Nc2cnc3ccccc3n2)cc1,93,105,14,4,74,102,-2,108
CC1CCc2nc(NC(=O)C3COc4ccccc4O3)sc2C1 (stereo not drawn),105,112,-15,0,103,98,-1,94
CC(C)Cn1nc(NC(=O)C2CCCO2)c2cc3ccccc3nc21 (stereo not drawn),98,83,5,2,90,90,-8,91
O=C(NCC(=O)N(CC1CCCO1)C(C(=O)NC1CCCC1)c1cccnc1)c1ccco1 (stereo not drawn),107,104,8,0,106,102,6&13,112
CN(C)c1ccc(NC(=O)c2ccc3c(c2)nnn3C)cc1,94,103,5,7,100,102,2,100
CCOC(=O)C1(Cc2cccc(Cl)c2)CCCN(C(=O)c2cccc(C)n2)C1 (stereo not drawn),102,95,0,2,98,95,6,97
Cc1ccc(C(=O)O/N=C(\N)c2ccccc2)c(Cl)c1,142,107,-3,0,76,100,1,96
Cc1ccc(C)c(N2CCN(S(=O)(=O)c3ccc4c(c3)NC(=O)CS4)CC2)c1,96,97,8,3,95,98,-4,104
CCN(CC(=O)Nc1c(F)cccc1F)C(=O)/C=C/c1ccc(OCC#N)c(OC)c1,98,97,-6,1,95,93,-6,101
CC(C)N(C(=O)C[n+]1ccc(/C=N/O)cc1)C(C)C,102,103,13,1,98,105,1,103
CCc1ccc(OCC(=O)NC2CCCCC2)c(Br)c1,110,100,12,0,103,105,-12,97
Cc1c(C(c2ccc(F)cc2)c2c(C)n(C)n(-c3ccccc3)c2=O)c(=O)n(-c2ccccc2)n1C,99,103,-4,0,101,104,-12,104
CCOC(=O)c1[nH]ncc1CN1CCCC(C(=O)c2ccc(SC)cc2)C1 (stereo not drawn),97,99,8,0,99,99,47,96
OCC[C@H]1C[C@H](O)[C@@H](O)[C@@]2(Cc3ccccc3O2)O1,96,72,5,2,77,95,1,88
Cc1cc(C)c2cc(CN(Cc3cccs3)Cc3nnnn3CC3CCCO3)c(=O)[nH]c2c1 (stereo not drawn),111,100,13,4,105,103,0&-9,107
Cc1cc(=O)oc2cc(OCC(=O)Nc3nnc(CC(C)C)s3)ccc12,.,104,-1,0,102,102,13,99
CCOC(=O)c1ccc(NC(=O)C(=O)NCC2CCCO2)cc1 (stereo not drawn),106,98,6,1,100,102,1,105

# The results go on:
SMILES,LAP4-GFP MLPCN,CIT2 TOR yeast,VLA-4 inh,GRK2 inh,AGP1-GFP MLPCN,RPL19A TOR yeast,JMJD2C inh,MEP2 TOR yeast
Cc1cc2oc(=O)cc(C)c2cc1NC(=O)CCC(=O)O,103,102,15,0,104,99,-3,101
COc1cccc(CNC(=O)CSc2ccc(-c3ccco3)nn2)c1,109,98,1,2,106,101,-20,111
CCn1c(SCC(=O)NC2CCCCC2)nnc1-c1cccs1,105,109,2,0,105,97,6,108
Cc1nnsc1S(=O)c1ccc(F)cc1 (stereo not drawn),94,105,-1,0,107,108,3,105
O=C(CCc1nnc(CCC2CCCCC2)o1)NCc1ccon1,111,94,4,4,102,97,-18,94
O=C1c2ccccc2C(=O)N1CCCCN(C(=O)c1cc([N+](=O)[O-])cc([N+](=O)[O-])c1)c1ccc(Cl)cc1,94,97,9,2,104,100,4,100
Cc1ccc(NC(=O)Nc2ccccc2C(N)=O)cc1,93,104,-1,1,102,102,3,102
CS(=O)(=O)N(CC(N)=O)c1cccc(Br)c1,107,90,-2,1,.,99,18,117
CC1=C(C#N)C(c2ccoc2)C(C(=O)OCc2ccccc2)=C(N)S1 (stereo not drawn),110,112,-2,0,106,103,0,115
Cc1ccc(S(=O)(=O)c2nc(S(C)(=O)=O)sc2N2CCN(C)CC2)cc1,109,116,5,0,103,106,16,109
CCn1c(CNC(=O)COC)nc2ccccc21,96,104,7,0,104,101,-11,101
CCCNC(=O)c1ccccc1NC(=O)c1ccc2c(c1)NC(=O)C(C)S2 (stereo not drawn),79,94,-3,2,77,86,24,92
COc1ccc(/C=C(\NC(=O)c2ccc(OC)c(OC)c2)C(=O)N2CCN(C)CC2)cc1,97,94,3,1,97,107,6,100
Cc1ccc(OCC(=O)NNC(=O)c2ccco2)c(C)c1,78,108,-9,3,93,100,3,104
Cc1ccc(S(=O)(=O)CCC(=O)NCCN2C(=O)S/C(=C\c3ccccc3)C2=O)cc1,110,75,.,0,78,102,-5,106
CCCN1C(=O)SC(CC(=O)Nc2cccc3ccccc23)C1=O (stereo not drawn),92,83,4,0,93,89,4,99
Cc1cc2sc(NC(=O)c3ccco3)nc2cc1Cl,94,103,8,0,98,103,-1,108
Cn1cc(SCC(=O)NCc2ccc(F)cc2)c2ccccc21,115,99,0,8,108,97,-1,96
Cc1cccc(C(=O)O[C@H]2[C@H](Cc3ccccc3)NS(=O)(=O)[C@H]3CC4C=C[C@]23O4)c1,94,82,7,0,91,90,9,90
NC(=O)C1CCCN(Cc2c(C(=O)N3CCc4ccccc4C3)nc3ccc(Cl)cn23)C1 (stereo not drawn),112,97,-9,1,96,96,2,99
CC1(C)CC(NC(=O)c2cc([N+](=O)[O-])cc([N+](=O)[O-])c2)CC(C)(C)N1,97,104,-8,3,90,104,-4,103
CCN(C(=O)CN1CCCC(C)C1)c1c(N)n(Cc2ccccc2)c(=O)[nH]c1=O (stereo not drawn),108,106,8,0,109,111,-3,102
COc1ccc(CCNS(=O)(=O)c2ccc3c(c2)NC(=O)CO3)cc1OC,93,109,10,2,92,102,-29,102
O=C(Cn1ncc2c(=O)oc3ccccc3c21)N1CCC(N2CCCCC2)CC1,113,99,24,0,103,98,-1,101
NCCCC[C@@H]1NC(=O)c2cc([N+](=O)[O-])cc(I)c2SC[C@@H](C(=O)NCC(N)=O)NC(=O)CNC1=O,102,105,3,0,105,98,3,102
CCc1nnc(NS(=O)(=O)c2ccccc2)s1,88,106,-13,2,99,105,-2,107
COCCNC(=O)COC(=O)C1=Cc2ccccc2OC1,97,103,7,0,103,103,2,113
COc1ccc(-c2noc(C3CCCN(S(=O)(=O)c4cccc(Cl)c4C)C3)n2)cc1OC (stereo not drawn),102,103,1,0,108,96,4&-2,103

# Source: PubChem (several laboratories)
